TWEAK-Fn14 inh = inhibitors of TWEAK-Fn14 interaction signaling | TWEAK-stimulated Fn14 reporter cells, luciferase luminescence, 8 h | inhibition, % at 10 µM | AID 1159606 | hit rate 2% among 360,000; in the data active means inhibition above about 50%
NR2E3 ag-1 = activates human photoreceptor nuclear receptor NR2E3 | Q9Y5X4 | GST-NR2E3/biotin-RetCOR TR-FRET, 1536-well | inhibition of corepressor binding, % at 4.78 µM | hit rate 0.12% among 320,000 | AID 2300;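 active means percent inhibition above the cutoff of mean plus 3 SD of all tested compounds, set per screening campaign, cut at about 20% in these data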;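 further: 0% = DMSO wells and 100% = biotin wells as full block of FRET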
Target sequence (Q9Y5X4 whole entry, looked up): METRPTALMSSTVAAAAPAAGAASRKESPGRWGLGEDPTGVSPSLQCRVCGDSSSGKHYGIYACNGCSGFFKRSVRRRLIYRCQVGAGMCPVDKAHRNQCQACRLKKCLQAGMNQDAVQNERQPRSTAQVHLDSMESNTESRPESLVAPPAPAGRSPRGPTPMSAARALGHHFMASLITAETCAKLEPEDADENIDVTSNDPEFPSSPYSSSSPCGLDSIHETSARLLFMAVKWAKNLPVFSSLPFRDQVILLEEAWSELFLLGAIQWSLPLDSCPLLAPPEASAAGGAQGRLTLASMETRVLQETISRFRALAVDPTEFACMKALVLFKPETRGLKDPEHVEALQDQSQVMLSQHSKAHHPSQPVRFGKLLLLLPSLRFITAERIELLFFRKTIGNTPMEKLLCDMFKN
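Material – GST-tagged NR2E3 plus biotinylated RetCOR corepressor · Quantity – NR2E3 fusion 1.35 nM · Times – 5 h incubation at 4 °C · Medium – pH 7.5 Tris-based buffer · Technique – TR-FRET, Eu(K)-anti-GST donor, streptavidin-D2 acceptor, ex 340, em 617/671 nm · Benchmarks – high control biotin, low control 0.6% DMSO · Format – 1536-well plates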
Peg3 promoter = inhibitors of Peg3 promoter; inhibition, % at 20 µM; hit rate 1.7% among 360,000; AID 588405; HeLa PEG-Prom luciferase reporter, luminescence, overnight;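 active means inhibition of at least 50% at 20 µM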
aDG glyco up = alpha-DG glycosylation activation; Pro5-aDG cells, alpha-DG glycosylation AlphaScreen (IIH6); 0% Pro5, 100% B10-LARGE cell signal; activation, % at 10 µM; hit rate 0.22% among 360,000;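 active means activation of at least 8% versus controls, or a plate z-score of at least 8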;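 further: Pro5 are CHO cells carrying HIG-tagged alpha-DG that lacks glycosylation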
NR2E3 ag-2 = activates human NR2E3 receptor. CHO-S Gal4-NCOR/VP16-NR2E3 two-hybrid, luciferase. inhibition of corepressor binding, % at 3.98 µM. hit rate 0.35% among 360,000. AID 602229;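 active means inhibition above the mean of all tested compounds plus 3 SD, cut at about 70% in these data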;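 further: 0% = DMSO with NR2E3 transfected cells and 100% = cells lacking NR2E3 construct; higher means lower luciferase signal from less NR2E3 corepressor binding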
HIF-2a inh = inhibitors of HIF-2a; AID 624352; 786-0 RCC cells HIF-2a reporter, luciferase luminescence, overnight; inhibition, % at 18.8 µM; hit rate 0.72% among 360,000;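 active means inhibition of the luminescence signal of 40% or more relative to plate controls, in a single-dose primary screen at 18.75 µM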
TRPM1 prom inh = MITF TRPM1 promoter inhibition in SK-MEL-5 cells; SK-MEL-5 TRPM1 promoter luciferase, 24 h; inhibition, % at 12.5 µM; hit rate 0.83% among 330,000; AID 488899;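 active means mean inhibition across replicates of 60% or more, whatever share of single replicates reaches that level; inconclusive means some that reach 60%, reason not given; inactive means mean inhibition across replicates below 60%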; further: values of inactives mirror those of a sister screen read the other way
Shn3 inh set2 = Schnurri-3 reporter inhibition in Clone20 osteoblasts; Clone20 osteoblast Shn3 3'UTR firefly luciferase, 24 h; inhibition, % at 12.5 µM; hit rate 0.52% among 360,000;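 active means mean inhibition of at least 75% with every replicate also reaching 75%; inconclusive means mean inhibition at least 75% but some replicate below; inactive means mean inhibition below 75%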;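 further: 0% = median of neutral control wells and 100% = pilot-screen positive control compound; some compounds past the cut are filed as inactive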
CF NFkB inh = blocks PAF-induced NF-kB reporter in cystic fibrosis cells; KKLEB NF-kB-GFP reporter, GFP fluorescence overnight; inhibition, % at 5 µM; hit rate 0.86% among 360,000;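 active means at least 50% inhibition at 5 µM, scaled per plate between neutral and stimulator controls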;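 further: PAF is a Pseudomonas aeruginosa culture filtrate used as stimulus; plate controls were PAF-stimulated DMSO wells for no effect and unstimulated DMSO wells for full effect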
hiPSC survival = increases survival of single human iPS cells. hiPSC single-cell survival, ATPlite luminescence; 100% = ROCK inhibitor wells, 0% = DMSO. survival enhancement, % at 20 µM. hit rate 0.044% among 360,000. AID 602274; in the data active means survival enhancement above about 18%;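 further: cells exposed to compounds for 16 hours before the ATP read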
KKLEB tox = reduces viability of KKLEB cystic fibrosis airway cells | KKLEB CF airway cells viability, ATPlite luminescence, overnight; stronger effect = lower value; cells stimulated with P. aeruginosa culture filtrate | activity change (cytotoxicity), % at 5 µM | hit rate 0.36% among 360,000 | AID 602141;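 active means corrected activity change at or below -50% at 5 µM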
Numbers without * were called inactive; ? = inconclusive; . = not tested or not shown.

SMILES	TWEAK-Fn14 inh	NR2E3 ag-1	Peg3 promoter	aDG glyco up	NR2E3 ag-2	HIF-2a inh	TRPM1 prom inh	Shn3 inh set2	CF NFkB inh	hiPSC survival	KKLEB tox
CCOC(=O)Cc1cnc(NC(=O)Cn2nnc(-c3ccc(OCC)cc3)n2)s1	7	4	-1	0.1	12	-1	-2	-14	-12	0.3	12
CCOc1ccc(C(=O)CN2CCN(S(=O)(=O)c3ccc(Br)cc3)CC2)cc1	-6	0	17	0.1	-5	14	6	11	7	1.8	-21
CCc1ccccc1-n1nnnc1-c1cnccc1C(F)(F)F	-3	1	1	-0.1	-25	2	-6	16	-1	0.2	-4
CC(C)(C)OC(=O)N1CCCC(C(=O)Nc2cccc(C(=O)NCCCCc3ccccc3)c2)C1 (centres undefined)	12	.	5	0.1	18	13	17	15	-12	3.7	-2
C=C(C)CN(CC)C(=O)CCc1nnc(CCc2c[nH]c3ccccc23)o1	1	3	-7	0.3	-6	-1	13	-7	18	2.3	5
Clc1ccccc1/C=C/c1nc(-c2ccccn2)no1	102*	-2	61*	0.3	-84	63*	?	.	6	-0.5	-38
CCOC(=O)N1CCN(c2c(NCCCN3CCCC(C)C3)c(=O)c2=O)CC1 (centres undefined)	-54	0	3	0.1	13	6	-5	2	6	1.2	-5
O=C(c1ccc(F)cc1)N1CCOC(c2nc(-c3ccc(F)cc3)no2)C1 (centres undefined)	-12	-1	-5	0.1	-27	-84	-13	0	1	-1.1	-16
Oc1cccc2cnccc12	20	2	-13	-0.1	6	15	-4	10	36	0.5	2
O=Nc1c(O)cc(O)c2ccccc12	0	.	5	0.4	8	6	.	12	-12	-2.4	-11
CN1CCc2ccccc2C1Cc1ccccc1NC(=O)c1sc2ccccc2c1Cl (centres undefined)	5	-3	-137	0.2	-76	-247	-6	46	11	0.3	-21
COc1ccccc1CN1CC(C(=O)N(C)Cc2nc(C)cs2)CCC1=O (centres undefined)	5	2	-22	-0.3	9	-23	0	-6	-18	0.4	-35
O=c1ccn(-c2cccc(C(F)(F)F)c2)nc1-c1ccn(-c2cccc(Cl)c2)n1	26	4	31	0.6	19	20	10	-5	1	-0.9	-5
Nc1cccnc1S(=O)(=O)c1cccc(C(F)(F)F)c1	-17	1	12	0.0	3	22	0	7	-13	-0.7	9
COc1n[nH]c(C(=O)NCc2ccccc2)c1[N+](=O)[O-]	4	1	-1	0.2	-26	11	9	-4	-13	-0.1	2
COC(=O)c1cccc(C(=O)N2CCCC(Nc3ccc(C)c(C)c3)C2)c1 (centres undefined)	4	1	28	0.1	-20	6	6	3	17	0.1	-3
CN(C)S(=O)(=O)c1cccc(C(=O)Nc2ccc3c(c2)CCC3)c1	6	0	-231	-0.1	-150	-141	-45	-33	1	-0.5	-2
COc1ccc(NC(=O)CCc2c(C)nc3nc(C)nn3c2C)cc1	0	4	0	-0.2	1	6	8	2	-3	-2.1	9
COc1ccc(N2CC(NC(=O)N3CCc4ccccc43)CC2=O)cc1OC (centres undefined)	-15	2	17	-0.1	-19	3	12	0	5	-0.5	-5
COC(=O)c1cc(Br)c(=O)n(-c2cccc(F)c2)c1	2	4	8	-0.2	-8	12	9	-4	-12	0.7	12

The last 2 compounds of the section above come first, to join the parts.
SMILES	TWEAK-Fn14 inh	NR2E3 ag-1	Peg3 promoter	aDG glyco up	NR2E3 ag-2	HIF-2a inh	TRPM1 prom inh	Shn3 inh set2	CF NFkB inh	hiPSC survival	KKLEB tox
COc1ccc(N2CC(NC(=O)N3CCc4ccccc43)CC2=O)cc1OC (centres undefined)	-15	2	17	-0.1	-19	3	12	0	5	-0.5	-5
COC(=O)c1cc(Br)c(=O)n(-c2cccc(F)c2)c1	2	4	8	-0.2	-8	12	9	-4	-12	0.7	12
O=S(=O)(NCCN1CCCC1)c1ccc(Cl)cc1	6	0	4	0.0	-16	14	16	-4	10	0.0	-3
Cc1nc(CNS(=O)(=O)c2ccccc2F)cs1	3	3	0	0.0	-38	13	.	6	-16	-1.6	1
Cc1cc(C=C2C(=O)c3ccccc3C2=O)c(C)n1C	29	-6	-278	0.2	0	-143	-3	-8	-15	-1.1	20
Cc1ccc(N(CC(O)Cn2nc(C)cc2C)S(=O)(=O)c2ccc3ccccc3c2)cc1 (centres undefined)	-4	0	-5	0.1	-10	21	-12	6	26	1.9	-10
Cc1ccc(C(=O)Nc2cc3[nH]c(=O)oc3cc2C)cc1	-6	0	19	0.0	-20	-47	6	-6	6	-0.6	-5
CN(C)S(=O)(=O)c1ccc(Cl)c(C(=O)NC2CCCCCCC2)c1	-3	-1	7	0.0	-6	3	-1	3	4	-0.2	-9
Cc1cc(C)nc(N/N=C/C2=C(N3CCOCC3)C(=C\c3ccc(Cl)cc3)/CC2)n1	8	2	31	0.3	-13	-3	23	15	-20	-1.6	-5
CC(=O)c1c(C)[nH]c(=S)c(C#N)c1-c1ccc(Cl)cc1	-11	5	15	0.0	-12	27	.	-10	-16	-1.0	2
COCC(=O)N(Cc1cc2ccc(C)cc2[nH]c1=O)c1ccccc1C	-19	2	2	0.0	-22	-25	3	-2	5	-0.6	4
Cc1cccc(NC(=O)CN2CCSc3ccccc32)c1	-3	2	-8	-0.2	-30	5	1	19	-11	0.1	28
CN(C1CCS(=O)(=O)C1)S(=O)(=O)c1ccc2ccccc2c1 (centres undefined)	-1	0	18	-0.2	-13	3	10	4	-10	0.2	4
O=C1CCC(C(=O)N(CCO)Cc2ccccc2)CN1CCCN1CCOCC1 (centres undefined)	2	0	-2	-0.4	-5	15	3	-1	-40	-0.4	8
Cc1ccc2c(c1)[C@@H]1CN(C)CC[C@@H]1N2S(=O)(=O)c1ccc(F)cc1	34	-4	20	-0.2	19	10	-1	2	20	-0.5	-16
COc1ccc(/C=N\NC(=O)c2sccc2C)cc1Cn1nc(C)cc1C	11	-2	-44	0.1	-59	-114	20	-14	-190	-0.3	15
O=C(CN1CCOCC1)N/N=C/C=C/c1ccccc1	4	0	-5	-0.2	-24	-10	-8	-10	22	0.2	1
O=C(NCc1ccco1)c1cccc(S(=O)(=O)N2CCOCC2)c1	4	-1	7	-0.2	0	4	-8	16	-2	-1.4	18
O=C(O)c1cccc(N=NN2CCOCC2)c1	4	3	-33	-0.3	-25	-4	15	5	-4	0.2	0
CCC1(CC)NC(=O)N(CC(=O)OCC(=O)NC(=O)c2ccccc2)C1=O	14	-3	8	-0.2	-19	18	-10	-14	1	-0.5	-5
Nc1nc(=S)[nH]c2c1C1(CCCC1)Cc1ccccc1-2	18	2	18	-0.3	29	18	7	-7	2	-1.0	1
COC(=O)c1ccc(Cn2nc(C)c(Br)c2C)cc1	-12	-3	-4	-0.3	5	-1	-14	-19	-2	-4.8	5
CCOc1ccccc1N(CC(=O)N(C)Cc1ccccc1)S(=O)(=O)c1ccccc1	17	2	13	0.3	-17	9	-2	14	-19	0.3	2
CC(=O)c1c(C)[nH]c(C(=O)N(C)CC(=O)Nc2ccc(Cl)c(C(F)(F)F)c2)c1C	16	-1	28	-0.2	-11	17	-11	-15	11	0.2	-4
O=C(NNc1ccccc1[N+](=O)[O-])Nc1cccc(Cl)c1	13	3	-8	-0.2	-2	11	11	7	9	-0.4	0
Cc1ccc(-c2nc3ccccc3[nH]2)cc1NC(=O)c1sc2cc(Cl)ccc2c1Cl	-57	2	83*	0.5	-28	-76	-12	-14	-19	1.3	2
OC(c1cccc(CN2CCCCC2)c1)c1ncc(-c2cccc(C(F)(F)F)c2)[nH]1 (centres undefined)	-3	.	7	1.2	-28	-3	.	-16	16	-0.2	6
CCOc1ccccc1OCCCC(=O)Nc1cccc(S(=O)(=O)N2CCOCC2)c1	-10	1	16	-0.2	-11	3	7	32	1	-0.2	14
CC(=O)Nc1ccc(NS(=O)(=O)c2ccc3[nH]c(=O)[nH]c3c2)cc1	-3	0	-6	-0.3	25	4	1	-29	-14	-0.1	2
CCOC(=O)c1noc(C)c1C(=O)Nc1cccc(F)c1	1	0	-7	0.6	-11	15	-2	-16	-8	-1.7	10
CCC(Sc1nc(-c2ccccc2)c(C#N)c(=O)[nH]1)C(=O)Nc1nnc(C)s1 (centres undefined)	1	18	6	0.0	-15	27	-3	17	12	-0.9	-2
CC(=O)c1ccc(-c2ccc(C(=O)NC3CC(C)(C)NC(C)(C)C3)o2)cc1	-19	3	-67	-0.3	-20	-35	-17	-14	-15	0.3	-3
CC1(C)CN=C(c2ccccc2)NC1	10	.	15	0.1	-5	18	-14	7	9	-0.1	-6
COCCN1C(=O)c2ccc(C(=O)NCc3ccco3)cc2C1=O	20	-1	-12	2.5	3	6	11	9	18	-0.4	-6
O=S(=O)(c1ccc(Br)s1)N1CCCCC1	-3	-3	21	-0.2	8	-12	-7	-12	9	8.6	-5
O=C(OCCOc1ccc(Br)cc1)c1ccc(Cl)nc1	-9	1	0	0.2	4	8	-5	-17	-26	-1.8	15
Cc1cc(C)n(-c2cc(C(C)(C)C)nc3c(-c4ccccc4)cnn23)n1	-1	-2	-298	0.0	-41	-292	-121	-113	22	-0.5	-14
CCC(NC(=O)COc1cc2c(c3oc(=O)c(C)c(C)c13)CCC(C)(C)O2)C(=O)O (centres undefined)	-3	-1	-5	0.0	-11	4	8	-8	-21	-0.6	12
Cc1cc(-c2ccccc2)nc(N(C)NC(=O)c2c(F)cccc2F)c1S(C)(=O)=O	-15	5	26	-0.3	-16	23	11	12	0	0.8	0
CCC1(c2ccc(F)cc2)NC(=O)N(CC(=O)Nc2ccc(C)c(S(=O)(=O)N3CCOCC3)c2)C1=O (centres undefined)	-20	4	13	0.5	0	17	-4	-1	2	0.0	2
Cc1cc[n+](Cc2ccccc2)c(N)c1	10	-1	2	0.2	7	3	-25	-4	-35	-3.6	3
O=[N+]([O-])c1ccc2c(c1)nc1n2CCN(c2ccccc2)C1	-29	-3	-143	0.0	-49	-104	-41	-11	-32	-0.3	-3
CC(C)(C)NS(=O)(=O)c1ccc(Oc2ncc(C(F)(F)F)cc2Cl)cc1	33	0	12	0.5	26	18	5	20	10	-2.1	-18
Cc1c(C(=O)NCC(c2ccco2)N2CCCC2)oc2ccc(Cl)cc12 (centres undefined)	-24	0	-40	0.1	-47	-52	-2	8	18	0.8	2
CC(C)CN(C(=O)CN1CCN(c2ccccc2F)CC1)c1c(N)n(CC(C)C)c(=O)[nH]c1=O	0	2	-2	-0.2	4	13	8	-21	5	-0.8	-9
CCn1cc(C(=O)N2CCCCC2)c(=O)c2cc(S(=O)(=O)N3CCC(C)CC3)ccc21	-6	0	22	0.3	-2	15	8	-26	10	-2.2	-4

Rows are unselected, and some 4.4% of all compounds hit somewhere here.
